Screening results from PubChem BioAssay.
WRN inhibitor – qHTS for Inhibitors of WRN Helicase. Bifunctional 3'-5' exonuclease/ATP-dependent helicase WRN (Homo sapiens), Q14191. Potency, µM (titrated, usually from 114 µM), for inactives: at the highest dose activity change, negative = inhibition, actives largely listed as inhibitors. WRN helicase unwinding, fluorescent forked duplex, kinetic. 0.46% of 360,000 active; also: potency is read from the fitted curve at half-maximal effect; % is scaled to controls: 0 for no effect and ±100 for the full control effect; nearly all actives have a fitted effect of over 55% in size
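Enzyme (20 nM final) and test compound sit together 15 min at room temperature before substrate addition. Substrate is a single-forked duplex oligonucleotide (100 nM) labelled with fluorophore and quencher, with 2 mM ATP; helicase unwinding raises red fluorescence, read kinetically.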
PLK1 PBD block – qHTS for Inhibitors of PLK1-PDB (polo-like kinase 1 - polo-box domain): Primary Screen. Potency, µM, without a hit: max response, negative = inhibition, most hits filed as inhibitors. 2.8% of 360,000 active. Serine/threonine-protein kinase PLK1 (Homo sapiens), P53350. Plk1 PBD binding of FITC phosphopeptide, fluorescence polarization; also: potency is read from the fitted curve at half-maximal effect; series mostly up to about 57 µM; % is scaled to controls: 0 for no effect and ±100 for the full control effect; nearly all actives have a fitted effect of over 65% in size
EPAC2 ag – qHTS for Agonist of cAMP-regulated guanine nucleotide exchange factor 4 (EPAC2): primary screen | EPAC2 activation, biochemical qHTS; response scale: 100% = 6.5 mM cAMP response | Potency, µM (top dose mostly 154 µM), inactives show at the top dose activation, usual class: activators | Rap guanine nucleotide exchange factor 4 (Homo sapiens), Q8WZA2 | 0.079% of 360,000 active | AID 720711, 2013; also: potency is read from the fitted curve at half-maximal effect; nearly all actives have a fitted effect of over 50% in size
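Compounds were added across a concentration range to EPAC2 (100 nM), RAP1B-BODIPY-GDP (250 nM) and GDP (50 uM). After 5 min at room temperature, fluorescence was recorded at 5-min intervals for 30 min.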
CCT chaperon mod – High-Throughput Screening for Modulators of Cytosolic Chaperonin Activity. AID 651819, 2012. activity change, % (no concentration beside the values), hits read low. 0.3% of 360,000 active. purified chaperonin ATPase assay, HTRF ADP detection, 30 min; in the data active = activity change below about -30%; also: % is scaled to controls: 0 for no effect and ±100 for the full control effect
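ATPase activity: ADP formed was measured by HTRF Transcreener (665/615 nm ratio) after 30 min at 37 deg C with 10 uM ATP. Compounds screened at one 76 uM concentration against 40 or 20 nM TRiC in Tris pH 7.4/KCl/MgCl2/DTT buffer.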
EPAC1 agonist – qHTS for Agonist of cAMP-regulated guanine nucleotide exchange factor 3 (EPAC1): primary screen | Rap guanine nucleotide exchange factor 3 (Homo sapiens), O95398 | EPAC1 agonist qHTS, biochemical assay; response scale: 100% = response to 6.5 mM cAMP | Potency, µM (series often up to 154 µM), inactives show top-dose activation, usual class: activators | 0.073% of 360,000 active | AID 720707, 2013; also: potency is read from the fitted curve at half-maximal effect; nearly all actives have a fitted effect of over 60% in size
Target sequence (O95398 whole entry, looked up): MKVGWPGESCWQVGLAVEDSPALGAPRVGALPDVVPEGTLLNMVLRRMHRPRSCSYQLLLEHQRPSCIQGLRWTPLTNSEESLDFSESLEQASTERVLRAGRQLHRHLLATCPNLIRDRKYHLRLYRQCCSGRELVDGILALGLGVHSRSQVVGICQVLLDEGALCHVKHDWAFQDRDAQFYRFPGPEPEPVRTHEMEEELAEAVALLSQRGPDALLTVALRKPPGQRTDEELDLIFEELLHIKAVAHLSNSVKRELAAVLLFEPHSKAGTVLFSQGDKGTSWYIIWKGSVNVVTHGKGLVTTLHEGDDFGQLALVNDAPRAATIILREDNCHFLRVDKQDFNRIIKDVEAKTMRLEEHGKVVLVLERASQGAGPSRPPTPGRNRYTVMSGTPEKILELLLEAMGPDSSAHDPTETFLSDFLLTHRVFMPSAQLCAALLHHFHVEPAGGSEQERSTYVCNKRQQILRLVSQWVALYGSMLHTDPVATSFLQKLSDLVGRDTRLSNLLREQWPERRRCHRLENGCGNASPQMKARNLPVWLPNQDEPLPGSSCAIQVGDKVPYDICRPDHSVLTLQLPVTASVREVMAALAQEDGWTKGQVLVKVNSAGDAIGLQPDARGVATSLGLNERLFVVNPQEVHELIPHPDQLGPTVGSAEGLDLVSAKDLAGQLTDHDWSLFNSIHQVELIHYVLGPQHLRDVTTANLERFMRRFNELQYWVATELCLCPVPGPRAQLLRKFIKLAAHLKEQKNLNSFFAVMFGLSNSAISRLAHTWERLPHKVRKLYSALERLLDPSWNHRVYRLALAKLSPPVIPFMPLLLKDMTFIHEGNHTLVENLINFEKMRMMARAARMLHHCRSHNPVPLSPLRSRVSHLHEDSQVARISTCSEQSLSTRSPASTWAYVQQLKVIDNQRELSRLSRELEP
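Nucleotide exchange by EPAC1 (100 nM) on Rap1B–BODIPY-GDP (250 nM) in the presence of 50 uM GDP is tracked fluorescently at 480/540 nm over 30 min. Signals are normalized to a 6.5 mM cAMP control.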
PI5P4K alpha inh – qHTS for Inhibitors of phosphatidylinositol 5-phosphate 4-kinase (PI5P4K). Phosphatidylinositol 5-phosphate 4-kinase type-2 alpha (Homo sapiens), P48426. PI5P4Kalpha enzyme, ADP-Glo luminescence, 60 min; active compounds read low. max response, %. 1.2% of 330,000 active. AID 652105, 2013; active = max response of -50% or lower; inconclusive = between -30% and -50%; inactive = -30% or higher; also: value at the top dose of about 77 µM; % is scaled to controls: 0 for no effect and ±100 for the full control effect
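Single end-point luminescence (ADP-Glo) quantified ADP from PI5P4Kalpha turnover; ATP 5 microM final, 1 h at RT, 0.1% CHAPS and 0.28 mM EGTA in HEPES pH 7.4.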
EPAC1 antagonist – qHTS for Antagonist of cAMP-regulated guanine nucleotide exchange factor 3 (EPAC1): primary screen. AID 720709, 2013. EPAC1 GEF assay, Rap1b-BODIPY-GDP exchange fluorescence. 0.14% of 360,000 active. Potency, µM (highest dose often 115 µM), inactives show at the highest dose activity change, negative = inhibition, usual class: inhibitors;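 also: potency is read from the fitted curve at half-maximal effect; plate controls were vehicle for no effect and positive control for full effect; nearly all actives have a fitted effect of over 50% in size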
IL-2 act – qHTS of IL-2 Activators; IL-2 activation reporter assay, cell-based qHTS; stimulated with anti-CD3/CD4/CD28 beads; in transgenic mouse T cells; activation, % (series mostly up to about 46 µM); 0.065% of 360,000 active; AID 652025, 2013; in the data active = activation above about 50%; inconclusive = mostly about 30% to 49%; also: 0% is about no effect
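Using fluorescent plate cytometry, EGFP and DsRed are detected in transgenic mouse T cells stimulated 18 h at 37 degrees C with antibody-coated beads after 60 min compound pretreatment.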
An asterisk follows results filed as active; ? = inconclusive; . = not tested or not shown; [ ] = another dose, or the depositor's remark. Unless noted, calls follow the shape of the dose curve; as a rule, active = well fitted curve in the direction sought with a large enough effect; inconclusive = small, poorly fitted or top-dose-only effect, or another doubt; inactive = no such curve, though single readings can be large; an effect the other way counts as inactive or inconclusive. The list is partial, so the mix of outcomes need not match the whole.

SMILES	WRN inhibitor	PLK1 PBD block	EPAC2 ag	CCT chaperon mod	EPAC1 agonist	PI5P4K alpha inh	EPAC1 antagonist	IL-2 act
COc1cc2c(cc1OC)/C(=C/C(=O)c1ccc(OC)c([N+](=O)[O-])c1)NCC2	28.7%	-13.5%	8.2%	0.6	-2.7%	0.5	?	0.0
CNC(=O)CN(c1cccc(Br)c1)S(C)(=O)=O	4.7%	-24.5%	-4.2%	-3.9	-6.2%	-7.3	8.4%	0.2
CC1CN(C(=O)COC(=O)COc2ccc(C#N)cc2)CC(C)O1 (configuration not stated)	-4.7%	-1.0%	-2.3%	1.0	?	2.3	-10.2%	-0.5
CCc1nc2c(OCc3ccc(OC(F)F)cc3)cccn2c1N(C)C(=O)c1cccs1	-4.1%	2.1%	4.2%	0.4	-6.3%	-2.6	-3.8%	-1.0
Cc1ccc(N2C(=O)C3C4C=CC(C4)C3C2=O)cc1 (configuration not stated)	4.7%	-8.1%	-10.1%	-2.3	12.3%	-2.3	4.9%	-0.5
O=C1N[C@@H](Cc2ccccc2)COC(=O)[C@@H](Cc2ccc(F)cc2)C/C=C\C[C@@H]1CC(=O)N(CCO)Cc1ccccc1	-29.6%	-19.2%	13.5%	-1.1	-10.4%	-2.0	-3.5%	-3.1
Clc1cccc(Oc2ncc(CN3CCOCC3)s2)c1	3.0%	-1.2%	3.0%	0.0	5.6%	-0.3	0.0%	2.4
Cc1nn(-c2ccccc2)c(NC(=O)c2cccs2)c(-c2ccccc2Cl)c1=O	-15.1%	-10.2%	12.9%	-1.6	2.6%	5.2	8.3%	0.4
CCOc1ccc(C2c3cc(OC)c(OC)cc3CC(=O)N2c2ccccc2)cc1 (configuration not stated)	4.6%	-7.8%	13.4%	0.4	11.2%	.	2.8%	1.1
COc1ccccc1NC(=O)COc1cc(C)nc(C(C)C)n1	0.8%	2.9%	-6.1%	3.3	-3.7%	.	3.8%	-2.2
CSc1ccccc1NC(=O)CCn1c(=O)oc2ccccc21	9.7%	1.9%	-5.4%	1.5	6.7%	-1.0	15.0%	0.5
O=C1CC(c2ccccc2)CN1C(=O)c1cccnc1 (configuration not stated)	-2.6%	7.3%	0.6%	-1.7	-0.6%	-1.4	-4.7%	-2.2
O=C(CN1CCCc2ccccc21)N/N=C/c1ccccc1O	5.8%	-11.3%	-18.0%	-1.6	-1.2%	10.3	-7.1%	0.0
O=C1NCCN(Cc2ccc(Cl)c(F)c2)C1CC(=O)N1CCCO1 (configuration not stated)	-4.5%	-11.6%	-2.6%	-5.4	-13.8%	0.9	-5.7%	-1.3
O=C(CCNC(=O)c1ccccc1)Nc1ccc(Cl)c(S(=O)(=O)N2CCCCC2)c1	-20.3%	-6.5%	9.1%	-3.0	4.1%	-1.0	-18.4%	-0.9
CCOc1ccccc1OCCn1ncc2ccc(OC)c(OC)c2c1=O	-4.0%	-7.2%	1.5%	0.3	4.3%	0.1	-19.0%	-1.1
C=CCOc1ccc(/C=N/n2nnnc2N)cc1OC	-1.3%	5.9%	-0.7%	1.3	-4.5%	0.6	-7.6%	0.9
CC(=O)Nc1ccc2nc(NC(=O)CS(=O)(=O)c3ccc(F)cc3)sc2c1	9.6%	-4.6%	7.2%	1.6	-0.2%	-9.3	-4.7%	0.5
Cc1ccc(S(=O)(=O)N2CCOCC2)cc1C(=O)N1CCCCCC1	-26.8%	-11.5%	13.5%	-1.6	17.3%	1.9	-22.8%	1.3
O=C(O)C(Cc1c[nH]c2ccccc12)N1C(=O)C2C3c4ccccc4C(c4ccccc43)C2C1=O (configuration not stated)	-1.5%	-5.2%	7.2%	-0.9	-3.4%	13.5	3.3%	0.2
C[C@H](O)[C@@H]1CN2CCc3c([nH]c4ccccc34)[C@@H]2C[C@@H]1N(C)C(=O)Nc1ccc(F)cc1	2.1%	-16.7%	22.0%	-1.5	-9.6%	-7.7	-5.5%	-3.3
O=C(C1CCCO1)N1CCN(C(=S)Nc2ccc(F)cc2)CC1 (configuration not stated)	-9.3%	-1.7%	9.1%	1.1	0.4%	4.0	6.0%	-0.7
N#Cc1nc(-c2ccccc2F)oc1N1CCCCC1	-4.5%	-5.9%	9.9%	1.6	3.2%	8.0	-0.4%	-3.4
C/C=C(\C)C(=O)OC(C)(C)[C@H]1Cc2cc3ccc(=O)oc3cc2O1	-2.7%	-6.3%	13.0%	0.3	4.5%	-1.2	9.5%	-1.8
COc1cc(/C=N/NC(=O)/C(=C\c2ccc([N+](=O)[O-])cc2)NC(=O)c2ccccc2)cc(OC)c1O	-14.2%	-6.9%	-5.8%	-0.4	13.9%	-6.5	-11.6%	-3.5
Cc1ccc(S(C)(=O)=O)cc1S(=O)(=O)Nc1cccc(Cl)c1	-6.3%	-14.6%	-6.5%	0.7	5.1%	6.8	-9.1%	-1.2
CCc1ccccc1NC(=O)CNC(=O)CNC(=O)C1CCCCC1	3.1%	-9.2%	15.3%	-1.0	-0.9%	3.7	-1.0%	0.2
Cc1cc(C)c2c(-n3cccc3)c(NC(=O)OCc3ccccc3)sc2n1	-27.8%	-11.9%	6.1%	0.6	19.5%	-0.2	-19.1%	-0.2
O=C1CSC(c2ccccc2F)N1c1cc(Cl)ccc1O (configuration not stated)	1.3%	-3.4%	-6.9%	-4.0	-3.0%	7.2	-2.1%	0.2
CCN(CC)c1ncnnc1-c1ccccc1	2.0%	-4.7%	8.3%	1.8	-4.5%	-6.2	-0.8%	-0.5
CSc1ncccc1C(=O)Nc1cccc(C)n1	2.8%	6.5%	-6.1%	0.8	0.0%	8.3	-4.1%	-1.3
CC(C(=O)O)C(=O)O	4.6%	-8.1%	9.9%	0.0	-10.7%	-17.7	11.7%	-0.3
CCOc1cc(/C=N/N=C/c2ccc(O)c(OCC)c2)ccc1O	0.5%[57.1 µM]	-6.6%	-1.8%	-1.3	-5.4%	2.4	-12.6%	1.7
O=C1CC(SC2=NCCS2)C(=O)N1c1cccc(Cl)c1Cl (configuration not stated)	4.5%	-15.3%	16.1%	-1.4	3.4%	-2.1	-2.1%	0.2
COc1ccc(CCN2C(=O)CC(C(N)=O)SC2=Nc2ccccc2)cc1OC (configuration not stated)	-6.6%	-9.2%	9.6%	2.4	-2.4%	3.1	-9.4%	-0.1
Cc1noc(C)c1COC(=O)c1cccc(S(=O)(=O)N2c3ccccc3CC2C)c1 (configuration not stated)	-10.4%	-6.6%	6.9%	0.3	11.5%	2.2	6.4%	2.2
COc1ccc(C(=O)/C=C/c2ccccc2)c(O)c1	-8.8%	-21.9%	10.9%	-3.5	-11.9%	8.1	?	-0.8
CCCCCCCCCCCCN1C/C(=C\C(=O)OCC)c2cc(C(F)(F)F)ccc2S1(=O)=O	-3.8%	-17.0%	4.2%	0.0	-34.9%[inhibitor]	-2.6	-21.4%	1.1
COc1ccc(CNCCC2(Cc3ccccc3)CC(C)N(C)CC2C)cc1OC (configuration not stated)	-5.8%	-9.4%	5.6%	1.9	13.1%	-1.1	-11.3%	0.6
CCc1ccc(C(=O)COC(=O)CNC(=O)CNC(=O)Cc2ccccc2)cc1	5.7%	1.0%	0.1%	-1.3	-2.1%	0.3	5.6%	-1.0
COc1ccccc1C(=O)Nc1c(-c2ccccc2)nc2ccccn12	3.3%	1.2%	-4.4%	0.6	-3.7%	2.8	4.4%	-0.1
O=C(c1cccs1)N1CCC(c2nc3c(nnn3Cc3c(Cl)cccc3Cl)c(=O)[nH]2)CC1	-1.8%	-4.1%	5.9%	-3.2	3.8%	5.7	-4.4%	-0.1
Cc1c(C(=O)NCCN2CCCC(O)C2)oc2c(F)cccc12 (configuration not stated)	-8.7%	-8.2%	3.4%	0.4	-1.0%	-0.3	14.1%	1.1
CSc1sccc1/C=N/NC(=O)c1ccncc1	-12.2%	-9.9%	-2.0%	-0.5	6.3%	-3.1	-5.5%	1.7
CC1CC(=O)N(CC(=O)NCc2ccco2)c2ccccc2S1 (configuration not stated)	-3.5%	-7.8%	3.1%	-1.5	-3.5%	.	-3.5%	-0.8
CCCCCCCCCS(=O)(=O)Nc1cc(C)ccn1	?	-26.6%	-5.9%	-1.9	-6.6%	-4.4	-8.3%	-2.2
CNc1c2cccc(C)c2nc2c(C(=O)NCCN(C)C)cccc12	-10.2%	16.8µM*	2.8%	2.2	0.7%	5.9	13.5%	0.0
CCC(CC)=N/N=C/c1c(O)n(CC)c2cc(C3=NNC(=O)CC3)ccc12	-35.6%	4.9%	-5.3%	-2.7	-6.7%	-7.3	-24.6%	-3.3
O=c1nc2c(-c3cccc(Br)c3)n[nH]n2c2ccccc12	-12.8%	-6.6%	6.1%	-1.0	-3.3%	6.3	-31.0%	-3.2
CC(=O)c1ccc(N2CCN(C(=O)c3ccc(OCc4c(C)noc4C)cc3)CC2)cc1	-9.0%	-8.7%	2.9%	0.0	-8.5%	0.2	-6.0%	-1.9

Compound profiles (already shown). Order of screens: WRN inhibitor | PLK1 PBD block | EPAC2 ag | CCT chaperon mod | EPAC1 agonist | PI5P4K alpha inh | EPAC1 antagonist | IL-2 act
CCOc1cc(/C=N/N=C/c2ccc(O)c(OCC)c2)ccc1O as listed: 0.5%[57.1 µM] | -6.6% | -1.8% | -1.3 | -5.4% | 2.4 | -12.6% | 1.7
O=C1N[C@@H](Cc2ccccc2)COC(=O)[C@@H](Cc2ccc(F)cc2)C/C=C\C[C@@H]1CC(=O)N(CCO)Cc1ccccc1 as listed: -29.6% | -19.2% | 13.5% | -1.1 | -10.4% | -2.0 | -3.5% | -3.1
COc1ccc(CCN2C(=O)CC(C(N)=O)SC2=Nc2ccccc2)cc1OC (configuration not stated) as listed: -6.6% | -9.2% | 9.6% | 2.4 | -2.4% | 3.1 | -9.4% | -0.1
COc1ccc(CNCCC2(Cc3ccccc3)CC(C)N(C)CC2C)cc1OC (configuration not stated) as listed: -5.8% | -9.4% | 5.6% | 1.9 | 13.1% | -1.1 | -11.3% | 0.6
